# Assay outcomes as filed in PubChem BioAssay.
# MmCpn inh: inhibitors of Methanococcus maripaludis chaperonin (MmCpn) | purified Mm-Cpn ATPase, ADP Transcreener TR-FRET | Potency, µM (highest dose often 76.9 µM), inactives show at the top dose activity, negative = inhibition, usual class: inhibitors | 330,000 compounds, 0.031% hits | AID 504842; note: potency is the fitted concentration of half-maximal effect; % is set by controls: 0 for no effect and ±100 for the full control effect; nearly all actives have a fitted effect of over 80% in size
#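 Inhibition of chaperonin ATP hydrolysis is measured as reduced ADP production, detected by competitive TR-FRET in which signal falls with ADP. Final enzyme 25 nM and ATP 10 uM, reacted 30 min at 37°C.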
# TGFb inhibitor: blocks TGF-b signaling | HepG2 CAGA-GFP TGF-b/SMAD3 reporter, GFP fluorescence, 18 h; TGF-beta stimulated, 500 pg/mL final | Potency, µM (series often up to 46.1 µM), for the others: top-dose activity, negative = inhibition, usual class: inhibitors | 410,000 compounds, 1.2% hits | AID 588855; note: potency is the fitted concentration of half-maximal effect; % is set by controls: 0 for no effect and ±100 for the full control effect; nearly all actives have a fitted effect of over 65% in size
#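 Per well, imaged GFP fluorescence of HEPG2 CAGA-GFP cells gives the signal; cells get compound, then TGF-beta (500 pg/mL final), 18 h at 37 degrees C; %Activity versus -TGF-beta and +DMSO controls.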
# CCT modulator: cytosolic chaperonin activity modulation. purified chaperonin ATPase assay, HTRF ADP detection, 30 min. activity change, % (concentration not given with the values), hits read low. 360,000 compounds, 0.3% hits; in the data active = activity change below about -30%; note: % is set by controls: 0 for no effect and ±100 for the full control effect
#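 TRiC at 40 or 20 nM final (batch-dependent) in 30 mM Tris pH 7.4, 100 mM KCl, 5 mM MgCl2, 1 mM DTT, with compound at single 76 uM and 10 uM ATP, 30 min at 37 deg C. ADP detected by HTRF Transcreener, 665/615 ratio.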
# Nrf2 ARE act: activators of Nrf2 (ARE) signaling. AREc32 ARE-luciferase reporter (MCF7-derived line), luminescence, 24 h. Potency, µM (highest dose often 46.1 µM), for the others: top-dose activation, most hits filed as activators. 410,000 compounds, 0.31% hits; note: potency is the fitted concentration of half-maximal effect; % of control where 0% means no effect; nearly all actives have a fitted effect of over 65% in size
#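 AREc32 cells carrying an ARE-driven firefly luciferase, 1000 cells/well in OPTI-MEM with 5% FBS, dosed after overnight attachment and incubated 24 hr at 37 deg C. Steady-Glo luminescence read after 30 min at RT.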
# ATXN viability: viability counter-screen for ATXN expression inhibitors | S2 cells (HEK-293 line with an ATXN2-luciferase reporter) viability, CellTiter-Fluor protease fluorescence, 24 h | Potency, µM (series often up to 56.7 µM), actives largely listed as cytotoxic | 400,000 compounds, 0.49% hits | AID 651635; note: potency is the fitted concentration of half-maximal effect; nearly all actives have a fitted effect of over 40% in size
# Akt phos inh: Akt phosphorylation inhibition; Neuro2A IGF-stimulated pAkt S473 HTRF, 20 min; stronger effect = lower value; activity change, % for hits at 50 µM; 360,000 compounds, 0.32% hits; in the data active = activity change below about -80%; inconclusive = mostly about -51% to -80%; note: % is set by controls: 0 for no effect and ±100 for the full control effect
#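 Single-point screen (50 µM final compound) in Neuro2A cells stimulated 20 min with 6 nM IGF at 37 deg C. After lysis, Ser473-phosphorylated Akt read by HTRF (ex 330 nm, em 615/665 nm) as the 665/615 ratio.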
# HepG2 tox: counter-screen for TGF-b inhibitors: cytotoxicity in HepG2 cells. HepG2 CAGA-GFP viability, ATP luminescence, 18 h. Potency, µM (doses to about 46.1 µM), without a hit: at the top dose activity change, negative = cytotoxicity, usual class: cytotoxic. 410,000 compounds, 0.76% hits. AID 588856; note: potency is the fitted concentration of half-maximal effect; some results filed as inactive show a strong effect at the top dose
#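 CellTiter-Glo luminescence gave cytotoxicity after 18 hours at 37 degrees C. The cells were HepG2 CAGA-GFP in 1% FBS DMEM, stimulated with 500 pg/mL TGF-beta after compound addition. %Activity was normalised to no-cell wells (complete cell-killing) and DMSO (no toxicity), and curves were fitted and classified.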
# Nrf2 block: inhibitors of Nrf2 signaling. A549 ARE-Fluc reporter, luciferase luminescence, 18-24 h. Potency, µM (highest dose often 46 µM), without a hit: at the highest dose activity change, negative = inhibition, actives largely listed as inhibitors. 360,000 compounds, 2.1% hits. AID 504444; note: potency is the fitted concentration of half-maximal effect; % is set by controls: 0 for no effect and ±100 for the full control effect; nearly all actives have a fitted effect of over 60% in size
#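 Quantitative HTS in A549 cells stably bearing an antioxidant response element-firefly luciferase construct. Inhibition of Nrf2-driven transcription was scored by luminescence after 18-24 h of compound exposure at 37 °C.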
# A549 viability: kills or reduces viability of A549 cells in Nrf2 counter-screen | A549 ARE-Fluc cells, CellTiter-Fluor viability, 18-24 h | 390,000 compounds, 0.16% hits | Potency, µM (top dose mostly 46 µM), for the others: top-dose activity change, negative = cytotoxicity, hits mostly inhibitors; note: potency is the fitted concentration of half-maximal effect; % is set by controls: 0 for no effect and ±100 for the full control effect
#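 Cytotoxicity counterscreen: CellTiter-Fluor fluorescence was measured in A549 ARE_Fluc cells after 18-24 h of compound exposure in a concentration series. The subsequent BugLite luminescent read reports ARE-luciferase activity.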
# Active calls of the source: *; i = inactive; ? = inconclusive; / = no result given. Unless noted, calls come from the whole dose curve; as a rule, active = well fitted curve in the direction sought with a large enough effect; inconclusive = small, poorly fitted or top-dose-only effect, or another doubt; inactive = no such curve, though single readings can be large; an effect the other way counts as inactive or inconclusive.
cpd | Structure | Nrf2 block | A549 viability | CCT modulator | MmCpn inh | TGFb inhibitor | HepG2 tox | Akt phos inh | ATXN viability | Nrf2 ARE act
1 | CCCCNC(=O)N1CCOCCOCCN(C(=O)NCCCC)CCOCC1 | 3.6% | -2.0% | -4.6 | -1.6% | 7.0% | 8.7% | i | i | -0.1%
2 | CSC(=NC#N)N1CCN(c2ccccn2)CC1 | -15.4% | -9.1% | -2.3 | -1.7% | -10.1% | -0.8% | i | ? | 0.3%
3 | COC(C(=O)NC1CCCCCCC1)c1ccccc1 (stereo not drawn) | 5.9% | -4.8% | -2.5 | 2.6% | -12.4% | -10.3% | i | i | -0.8%
4 | O=C(NC(=S)NCc1ccccc1)c1ccccc1Br | -18.9% | -0.2% | -4.2 | -0.1% | -0.1% | -15.8% | i | i | -0.2%
5 | CC(=O)NC12CC3CC(C1)CC(C(=O)NCc1ccc(C)cc1)(C3)C2 | 1.2% | 16.1% | -0.9 | -3.6% | 8.6% | -16.1% | i | i | 0.4%
6 | O=C(CC1Oc2ccccc2NC1=O)NCCc1ccccc1 (stereo not drawn) | -3.4% | -1.5% | -0.6 | 1.9% | 2.2% | -17.0% | i | i | 2.3%
7 | Cc1cc(C)cc(-n2c(C)cc(C(=S)N3CCOCC3)c2C)c1 | 0.6% | 6.2% | -1.4 | -0.5% | 2.2% | -5.6% | i | i | -0.4%
8 | Cn1cccc1C(=O)OCC(=O)c1cc2ccccc2o1 | 0.3% | -16.8% | 0.0 | -1.0% | 1.0% | 2.4% | i | i | 0.1%
9 | O=C(NC1CCCCCC1)C1c2ccccc2C(=O)N1Cc1cccnc1 (stereo not drawn) | 7.7% | -3.5% | -7.2 | 0.4% | -19.2% | 2.7% | i | i | -0.3%
10 | C=CC[C@@H](CC(=O)N[C@H](CO)Cc1ccccc1)C(=O)N[C@@H](C)COC(=O)[C@@H](CC=C)Cc1ccc(F)cc1 | ? | ? | -0.9 | -0.4% | ? | -28.1% | i | ? | 2.8%
11 | O=C(c1ccc2c(c1)N(Cc1c(F)cccc1Cl)C(=O)c1ccccc1S2)N1CCOCC1 | -25.7% | -17.0% | / | / | ? | -19.8% | / | i | 0.2%
12 | CCOc1ccc(-n2cnc3c(=O)[nH]c(N)nc32)cc1 | 3.3% | -4.5% | -1.2 | -3.9% | -13.1% | -6.1% | i | i | -0.4%
13 | COc1ccc(CNC(=O)c2cccnc2Sc2ccc(C)c(C)c2)cc1 | 14.4% | 3.3% | -1.9 | -0.5% | 4.3% | 2.4% | i | i | 0.0%
14 | Cc1ccc(C2SCCN2C(=O)c2ccc([N+](=O)[O-])cc2)cc1 (stereo not drawn) | ? | -1.8% | -1.0 | 2.2% | -11.1% | -0.9% | i | i | -0.3%
15 | CCOC(=O)C1=NNC2(c3ccc(Cl)cc3)C(=O)N(c3ccc(C)cc3)C(=O)C12 (stereo not drawn) | 8.9% | 4.8% | -1.2 | -0.2% | -3.8% | -6.1% | i | i | -0.2%
16 | CC(=O)c1cccc(NC(=S)NCCC2=CCCCC2)c1 | -9.9% | -1.6% | -1.0 | -0.4% | ? | -21.2% | i | i | 4.6%
17 | Cc1ccc(S(=O)(=O)c2c(C)cc(C)[nH]c2=O)c(C)c1 | 1.2% | 2.6% | -0.6 | 1.5% | 1.2% | -0.2% | i | i | -0.1%
18 | COCCn1c(=NC(=O)c2ccc3c(c2)OCCO3)sc2cc(S(N)(=O)=O)ccc21 | 13µM* | -14.4% | -2.3 | -12.9% | 2.1% | -11.4% | i | i | -1.0%
19 | Cc1cccc(S(=O)(=O)C(C#N)c2nc3ccccc3nc2N2CCCC2)c1 (stereo not drawn) | ? | -19.8% | 0.6 | -4.8% | 17.2% | -46.1% | i | i | -0.7%
20 | COc1ccccc1N1CCN(C2CCCN(S(=O)(=O)c3ccccc3)C2)CC1 (stereo not drawn) | -2.8% | 9.9% | -2.7 | 1.5% | ? | -10.8% | i | i | 0.4%
21 | Cc1ccc(N2C(=O)C3CCCN3C2=S)cc1C (stereo not drawn) | ? | -3.0% | -2.8 | 1.7% | 0.0% | 13.3% | i | i | 9.4%
22 | CCCCn1nnnc1C(c1ccnc2ccccc12)N1CCN(C/C=C/c2ccccc2)CC1 (stereo not drawn) | / | / | 1.4 | / | ? | -9.3% | i | ? | 1.1%
23 | O=C(O)C1CC(=O)N(Cc2cccnc2)C1 (stereo not drawn) | -11.7% | 8.1% | -4.0 | -10.0% | ? | -13.2% | i | i | 1.8%
24 | Cc1ccc(C(=O)NCC(=O)OCCCn2c(=O)[nH]c3ccccc32)cc1 | 5.8% | -3.2% | 1.0 | -3.6% | 0.9% | -7.4% | i | i | -0.2%
25 | C=CC(C)(C)O[C@@H]1O[C@H](CO)[C@@H](O)[C@H](O)[C@H]1O | ? | 3.2% | -0.7 | 0.7% | ? | 0.5% | i | i | -0.4%

# Next part:
cpd | Structure | Nrf2 block | A549 viability | CCT modulator | MmCpn inh | TGFb inhibitor | HepG2 tox | Akt phos inh | ATXN viability | Nrf2 ARE act
26 | COc1cc(CNCCN2CCOCC2)ccc1OCC(=O)NC(C)(C)C | 13.4% | -1.7% | -3.0 | -2.9% | 7.2% | 6.1% | i | i | -0.4%
27 | O=C(Cn1ncn2cccc2c1=O)NCc1cccc(Br)c1 | ? | 7.3% | / | / | 29.3% | -19.6% | / | / | 3.8%
28 | CC[C@@H](C)[C@@H]1CN([C@@H](CN2CCC[C@H]2CN2C(N)=NC[C@H]2C(C)C)C(C)C)C(=N)N1CCc1ccc(Cl)c(Cl)c1 | 3.3% | 3.6% | -2.8 | -1.2% | 0.6% | -0.9% | i | i | -0.6%
29 | Cc1ccccc1-c1nc(CN2CCC(C(=O)NC3CCN(Cc4ccccc4)CC3)CC2)c(C)o1 | 0.3% | -6.4% | -1.3 | / | -4.2% | -16.5% | i | i | -0.7%
30 | CN1CCc2c(sc3nc(SCC(=O)NCc4ccco4)n(-c4ccccc4)c(=O)c23)C1 | -36.4% | ? | -0.7 | -13.1% | -4.6% | -12.8% | / | i | 5.4%
31 | CSCCC(=O)NC1CCCN(CCc2ccccc2)C1 (stereo not drawn) | 2.3% | 2.5% | 0.6 | -11.3% | 1.3% | 0.4% | i | i | -0.1%
32 | CCCOc1ccc(OC(=O)c2ccc(Br)o2)cc1 | 10.3% | -3.4% | -0.2 | -0.7% | -2.5% | 1.4% | i | i | -0.8%
33 | O=C(CSc1nnc(COc2ccc(Cl)cc2)o1)N(c1ccccc1)C1CCS(=O)(=O)C1 (stereo not drawn) | / | / | -1.3 | / | -20.3% | -16.3% | i | ? | 7.5%
34 | O=C(COC(=O)Cc1ccc(F)cc1)NC1CCCCCC1 | 8.6% | -3.2% | 0.1 | -2.3% | -12.4% | 1.9% | i | i | -0.6%
35 | CN(CC(=O)Nc1ccccc1Cl)C(=O)COC(=O)c1cnccn1 | 3.3% | 5.8% | -2.1 | 1.2% | 2.1% | 1.9% | i | i | -1.6%
36 | CCOC(=O)N1CCN(S(=O)(=O)N2CCCC(C(=O)NCc3ccccc3Cl)C2)CC1 (stereo not drawn) | 10.3% | 7.9% | 1.7 | 0.4% | -0.8% | -0.8% | i | i | 0.0%
37 | CC(C)Oc1ccccc1OCCCCn1cnc2ccccc2c1=O | -4.1% | -3.6% | 0.2 | 0.6% | -1.2% | 8.9% | i | ? | -0.8%
38 | CCN1CCN(C(=O)c2ccccc2Nc2ccc(SC(F)F)cc2)CC1 | -8.1% | 1.0% | -3.0 | -2.0% | 1.1% | -16.1% | i | ? | 2.7%
39 | CCCC1(CCC)NC(=O)N(CC(=O)c2cc(C)n(-c3ccc4c(c3)OCO4)c2C)C1=O | -10.2% | -8.5% | -0.5 | -0.7% | 5.1% | 14.7% | i | i | -0.3%
40 | Cc1ccc(OC(=O)COc2ccccc2C)c(-n2nc3ccccc3n2)c1 | ? | 2.5% | -2.9 | 0.0% | -1.9% | -31.0% | i | i | 5.0%
41 | CCC(C)n1c(=N)c(S(=O)(=O)c2ccccc2)cc2c(=O)n3ccccc3nc21 (stereo not drawn) | -11.7% | 1.6% | / | / | 7.0% | 7.7% | / | i | -0.1%
